# Assay outcomes from PubChem.
# WRN helicase inh: qHTS for Inhibitors of WRN Helicase; Potency, µM (doses to about 114 µM), for the others: top-dose activity change, negative = inhibition, hits mostly inhibitors; Bifunctional 3'-5' exonuclease/ATP-dependent helicase WRN (Homo sapiens), Q14191; actives 0.46% (n = 360,000); AID 651768, 2012; WRN helicase unwinding, fluorescent forked duplex, kinetic; note: potency is the fitted concentration of half-maximal effect; % is set by controls: 0 for no effect and ±100 for the full control effect; nearly all actives have a fitted effect of over 55% in size
#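 WRN at 20 nM final preincubated with compound 15 min at room temperature; reaction started with 100 nM fluorophore/quencher forked duplex oligonucleotide and 2 mM ATP final. Unwinding followed kinetically by red fluorescence (ex 525, em 598 nm).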
# EPAC1 antag: qHTS for Antagonist of cAMP-regulated guanine nucleotide exchange factor 3 (EPAC1): primary screen; actives 0.14% (n = 360,000); Rap guanine nucleotide exchange factor 3 (Homo sapiens), O95398; EPAC1 GEF assay, Rap1b-BODIPY-GDP exchange fluorescence; Potency, µM (titrated, usually from 115 µM), for inactives: top-dose activity change, negative = inhibition, actives largely listed as inhibitors; AID 720709, 2013;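 note: potency is the fitted concentration of half-maximal effect; plate controls were vehicle for no effect and positive control for full effect; nearly all actives have a fitted effect of over 50% in size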
# EPAC1 ag: qHTS for Agonist of cAMP-regulated guanine nucleotide exchange factor 3 (EPAC1): primary screen; Rap guanine nucleotide exchange factor 3 (Homo sapiens), O95398; EPAC1 agonist qHTS, biochemical assay; response scale: 100% = response to 6.5 mM cAMP; Potency, µM (doses to about 154 µM), for inactives: at the highest dose activation, actives largely listed as activators; actives 0.073% (n = 360,000); AID 720707, 2013; note: potency is the fitted concentration of half-maximal effect; nearly all actives have a fitted effect of over 60% in size
#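 EPAC1 100 nM, Rap1B–BODIPY-GDP 250 nM, unlabeled GDP 50 uM; compound titration; 5 min RT; kinetic read ex480/em540 at 5-min intervals ×30 min; data normalized to 6.5 mM cAMP agonist control.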
# IL-2 act: qHTS of IL-2 Activators; IL-2 activation reporter assay, cell-based qHTS; stimulated with anti-CD3/CD4/CD28 beads; in transgenic mouse T cells; activation, % (series mostly up to about 46 µM); actives 0.065% (n = 360,000); in the data active = activation above about 50%; inconclusive = mostly about 30% to 49%; note: 0% is about no effect
#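 Unstimulated transgenic mouse T cells; 60-min compound exposure; bead-based TCR/CD4/CD28 stimulation; 18 h culture, 37 degrees C; dual fluorescence (EGFP, DsRed) plate cytometry.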
# FUS suppressor: qHTS for Suppressors of FUS Proteinopathy: Primary screen using FUS-linked yeast assay; S. cerevisiae FUS-expressing, growth rescue, OD600, 24 h; Potency, µM (titrated, usually from 76.6 µM), inactives show at the highest dose growth rescue (activation), usual class: activators; actives 0.24% (n = 390,000); AID 1347120, 2019;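 note: potency is the fitted concentration of half-maximal effect; plate controls were DMSO vehicle for no effect and reference control for full effect; nearly all actives have a fitted effect of over 55% in size; some results filed as inactive show a strong effect at the top dose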
#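 Yeast FUS proteinopathy model; galactose-induced FUS (2%), starting OD 0.005. Cpds in dilution series, 24hr, 30C, 99% humidity. Abs 600 nm growth. Pos ctrl CP55940 (top 92uM final); neg ctrl DMSO.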
# PI5P4Ka inh: qHTS for Inhibitors of phosphatidylinositol 5-phosphate 4-kinase (PI5P4K); Phosphatidylinositol 5-phosphate 4-kinase type-2 alpha (Homo sapiens), P48426; PI5P4Kalpha enzyme, ADP-Glo luminescence, 60 min; active compounds read low; max response, %; actives 1.2% (n = 330,000); AID 652105, 2013; active = max response of -50% or lower; inconclusive = between -30% and -50%; inactive = -30% or higher; note: value at the top dose of about 77 µM; % is set by controls: 0 for no effect and ±100 for the full control effect
# Target sequence (P48426 whole entry, looked up): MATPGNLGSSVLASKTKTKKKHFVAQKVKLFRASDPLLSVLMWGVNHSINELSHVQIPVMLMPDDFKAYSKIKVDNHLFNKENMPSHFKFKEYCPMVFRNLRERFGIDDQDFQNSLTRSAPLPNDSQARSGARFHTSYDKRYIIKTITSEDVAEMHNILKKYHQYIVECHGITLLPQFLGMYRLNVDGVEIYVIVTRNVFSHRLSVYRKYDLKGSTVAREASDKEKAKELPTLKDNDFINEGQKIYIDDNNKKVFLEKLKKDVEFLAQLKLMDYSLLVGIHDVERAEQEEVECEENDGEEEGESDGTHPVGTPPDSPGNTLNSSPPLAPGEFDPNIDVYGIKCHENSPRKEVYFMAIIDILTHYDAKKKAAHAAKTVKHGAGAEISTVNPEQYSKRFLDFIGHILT
#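 PI5P4Kalpha ADP-Glo assay; 5 microM ATP final; 60 min RT reaction; HEPES pH 7.4/EGTA/CHAPS, 5% DMSO; controls lacking substrate or enzyme; luminescent end-point.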
# Abeta rescue: qHTS for compounds that reverse cellular toxicity of Amyloid beta (A-beta) peptide in yeast: Primary Screen. AID 1347071, 2019. yeast expressing A-beta42, growth rescue, OD600, 48 h; response scale: 0% DMSO, 100% iron-clioquinol control. actives 0.063% (n = 410,000). Potency, µM (series often up to 46.1 µM), for inactives: top-dose growth rescue, hits mostly activators; note: potency is the fitted concentration of half-maximal effect; nearly all actives have a fitted effect of over 55% in size
#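 Yeast growth medium received pinned compounds, then yeast cells expressing toxic A-beta were added; plates incubated at 30 C for 48 hr. Growth read as absorbance at 600 nm, normalized to DMSO and equimolar FeCl3 plus clioquinol controls.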
# PLK1 PBD inh: qHTS for Inhibitors of PLK1-PDB (polo-like kinase 1 - polo-box domain): Primary Screen | actives 2.8% (n = 360,000) | AID 720504, 2013 | Potency, µM, for the others: max response, negative = inhibition, hits mostly inhibitors | Plk1 PBD binding of FITC phosphopeptide, fluorescence polarization | Serine/threonine-protein kinase PLK1 (Homo sapiens), P53350; note: potency is the fitted concentration of half-maximal effect; series mostly up to about 57 µM; % is set by controls: 0 for no effect and ±100 for the full control effect; nearly all actives have a fitted effect of over 65% in size
# Target sequence (P53350 whole entry, looked up, the tested form may be a part): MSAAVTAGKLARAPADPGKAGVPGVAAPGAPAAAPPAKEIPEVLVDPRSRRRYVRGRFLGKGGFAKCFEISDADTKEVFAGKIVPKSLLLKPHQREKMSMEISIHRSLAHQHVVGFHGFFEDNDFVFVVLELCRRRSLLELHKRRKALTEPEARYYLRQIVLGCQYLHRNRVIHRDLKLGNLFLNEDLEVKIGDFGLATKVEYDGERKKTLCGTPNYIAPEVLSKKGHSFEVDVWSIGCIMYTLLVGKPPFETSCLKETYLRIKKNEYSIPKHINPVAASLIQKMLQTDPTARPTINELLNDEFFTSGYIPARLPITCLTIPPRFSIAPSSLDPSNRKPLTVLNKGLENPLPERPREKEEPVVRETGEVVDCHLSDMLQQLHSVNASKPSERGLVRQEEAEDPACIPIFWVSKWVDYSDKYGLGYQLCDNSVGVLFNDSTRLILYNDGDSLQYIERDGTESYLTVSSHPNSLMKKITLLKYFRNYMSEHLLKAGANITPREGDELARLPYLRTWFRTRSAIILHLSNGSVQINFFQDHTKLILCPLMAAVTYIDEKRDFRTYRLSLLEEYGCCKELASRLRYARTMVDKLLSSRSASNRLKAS
# * marks the source's active call; other numbers are inactive results; ? = inconclusive; / = no result given; [ ] = another dose, or the depositor's remark. Unless noted, calls come from the whole dose curve; as a rule, active = well fitted curve in the direction sought with a large enough effect; inconclusive = small, poorly fitted or top-dose-only effect, or another doubt; inactive = no such curve, though single readings can be large; an effect the other way counts as inactive or inconclusive. Rows are unselected, and some 4.1% of all compounds hit somewhere here.
SMILES | WRN helicase inh | EPAC1 antag | EPAC1 ag | IL-2 act | FUS suppressor | PI5P4Ka inh | Abeta rescue | PLK1 PBD inh
COc1ccc(NC(=O)c2coc3ccccc23)cc1OC | -2% | 11% | -1% | -1.1 | 22% | / | -10% | -5%
O=C(NC1CCCCCCC1)C1c2ccccc2C(=O)N1Cc1cccs1 (centres undefined) | -7% | -11% | -2% | -1.1 | -15% | 2 | 14% | -4%
COc1ccc(-n2ncc3c2CC(C)(C)CC3NC(=O)c2c(C)cc(=O)oc2C)cc1 (centres undefined) | -2% | 1% | -4% | -2.2 | 9% | -3 | 5% | 24µM*
COc1ccc(NS(=O)(=O)c2cc(NC(=O)c3ccccn3)ccc2OC)cc1Br | 6% | 10% | -8% | -0.7 | ? | -2 | -6% | 4%
CC(=O)N1CCN(S(=O)(=O)c2cccc(C(=O)OCC(=O)NC(=O)c3cccn3C)c2)CC1 | -6%[57.1 µM] | 5% | -4% | -0.1 | ? | -8 | 8% | 0%
COc1ccc(OC)c(-n2c(-c3cc(-c4ccco4)[nH]n3)n[nH]c2=S)c1 | -9% | 12% | -3% | 1.3 | 21% | -18 | -4% | -6%
N#Cc1nnn(Cc2ccccc2)c1N | 5% | 3% | -2% | -0.2 | -17% | 1 | -1% | -3%
c1ccn2cc(CSC3=NCCS3)nc2c1 | -5% | -6% | 12% | 1.0 | ? | 11 | 17% | -10%
O=C1/C(=C/c2ccccc2)SC(=S)N1CCCC(=O)N1CCCCC1CCO (centres undefined) | -2% | 7% | 17% | -1.4 | 33% | -3 | -2% | -23%
O=C(CSc1nnc(-c2cccs2)o1)NCC1CN(Cc2ccccc2)CCO1 (centres undefined) | 10% | 1% | 2% | 1.0 | 35% | / | -3% | -6%
Cc1nn(CCc2nn[nH]n2)c2nc(C(F)(F)F)cc(C(F)(F)F)c12 | -8% | -12% | 18% | 0.3 | 18% | 6 | ? | -1%
Cc1ccccc1NC(=O)NCc1ccc2c(c1)OCO2 | 3% | -10% | 7% | -0.8 | -6% | -3 | 4% | ?
Cc1ccc(-c2n[nH]c(=S)n2/N=C/C=C/c2ccccc2[N+](=O)[O-])cc1 | ? | -29% | 17% | -3.1 | 36% | -17 | 27% | -21%
C/C(=N\NC(=O)C(=O)Nc1cc(C)ccc1C)c1ccncc1 | 9% | 4% | -5% | 0.1 | 7% | 2 | -4% | 1%
CC(OC(=O)c1ccc(-c2ccc([N+](=O)[O-])cc2)o1)C(=O)NC(N)=O (centres undefined) | 0% | -20% | -1% | 3.3 | 33% | -1 | 14% | -21%
O=C(OCCN1C(=O)c2ccccc2C1=O)c1cc(=O)[nH]c2ccccc12 | -2% | -7% | 8% | -0.1 | -12% | -9 | -3% | 0%
CCC[C@H]1CN(c2ccc(Br)cc2)C(=O)[C@@H]1CC(=O)Nc1ccc(OC)cc1 | -6% | 17% | -4% | -1.3 | -7% | 0 | 8% | 0%
CC(=O)Nc1ccc(S(=O)(=O)N2CCN(S(=O)(=O)N3CCCCCC3)CC2)cc1 | -7% | 0% | -10% | 0.3 | 11% | 5 | -3% | -3%
Cc1cc(N2CCN(C(=O)/C=C/C(=O)O)CC2)c2ccccc2n1 | -3% | -24% | 1% | 0.5 | -22% | 4 | -17% | -10%
C=CCn1c(C2CC2)n[nH]c1=S | 1% | -10% | 0% | 0.4 | -9% | -2 | -18% | -18%

# Continued:
# Values run as follows: WRN helicase inh | EPAC1 antag | EPAC1 ag | IL-2 act | FUS suppressor | PI5P4Ka inh | Abeta rescue | PLK1 PBD inh
CCOc1ccc(CN(C)C(=O)[C@H](C)NC(=O)c2ccco2)cc1OC
 : 11% | 8% | -5% | -0.1 | -12% | -12 | -9% | -4%
CC(CCc1ccc(O)cc1)NC1c2ccccc2-c2ccccc21 (centres undefined)
 : -9% | -8% | 0% | 0.5 | -12% | 1 | 9% | 3%
COc1cccc(/C=N/Nc2ncnc3scc(-c4ccccc4)c23)c1O
 : -14% | 1% | 8% | 0.5 | 32% | 3 | ? | 11%
CCOc1ccc(CC(=NCCc2ccccc2)C2=C(O)CC(C)(C)CC2=O)cc1OCC
 : -5% | -15% | 1% | -4.2 | ? | -4 | -16% | -9%
C[C@H](CO)N1C[C@H](C)[C@@H](CN(C)Cc2cncnc2)Oc2cc(Br)ccc2S1(=O)=O
 : 7% | -23% | 11% | -1.9 | -7% | 1 | -14% | -5%
O=C(Nc1cc(Sc2nc3ccccc3s2)cc([N+](=O)[O-])c1)c1ccccc1F
 : -1% | 0% | 0% | -0.7 | 22% | 11 | 9% | -5%
CCCn1c(NC(=O)c2ccc(Cl)c(S(=O)(=O)N3CCCC3)c2)nc2ccccc21
 : -5% | -7% | 6% | -4.5 | 27% | -3 | -26% | 1%
Cc1c(OCC(=O)NCC2CCC(C(=O)O)CC2)ccc2c3c(c(=O)oc12)CCC3 (centres undefined)
 : 0% | 7% | -11% | 0.6 | -11% | 7 | 2% | 8%
Cc1ccn2cc(CNS(=O)(=O)c3ccc(Cl)s3)nc2c1
 : 12% | 13% | -8% | -1.4 | -11% | 0 | 5% | -7%
CC1(C)c2[nH]c3ccccc3c2C[C@H]2C(=O)N(Cc3ccc(F)cc3)C(=O)N21
 : / | -5% | 6% | -0.4 | ? | / | ? | /
COc1cccc(CN2CCN(S(=O)(=O)c3ccccc3)CC2)c1OC
 : -4% | -3% | 15% | -0.3 | -24% | 1 | ? | 0%
OCCSc1nc2ccccc2n1CCOc1ccccc1
 : 0% | 5% | 10% | -1.4 | -6% | / | -4% | -13%
Oc1cc2ccccc2cc1-c1nnc2n1-c1ccccc1SC2
 : 2% | 14% | 0% | -0.5 | -9% | -18 | -1% | -11%
COc1ccc(-c2nc3n(n2)C(=O)CC(c2ccco2)S3)cc1 (centres undefined)
 : -24% | 1% | 3% | 2.4 | 23% | / | 19% | -24%
CCN1CCN(C(=O)C2CCCN(S(=O)(=O)c3cccc4nsnc34)C2)CC1 (centres undefined)
 : -2% | -25% | 1% | -2.7 | 32% | 1 | -15% | -14%
O=C(NCCN1C(=O)C2C3C=CC(C3)C2C1=O)Nc1ccccn1 (centres undefined)
 : -13% | -9% | 0% | 3.4 | -21% | 4 | 3% | -18%
N#Cc1c(-c2ccccc2)[nH]c(=S)[nH]c1=O
 : -6% | -2% | 2% | 9.1 | -3% | -62* | 1% | -5%
COc1ccc(-n2ccnc2SCC(=O)NCc2ccc(F)cc2)c(OC)c1
 : 20% | -27% | -14% | -0.6 | -83%[inhibitor] | 2 | 10% | -11%
CCN1CCN(C(=O)C(C)N(c2ccc(C)cc2)S(C)(=O)=O)CC1 (centres undefined)
 : -13% | -10% | 2% | 0.1 | -22% | 4 | -4% | -2%
CCOC(=O)C1C(C(=O)OCC)C(C)(C)C1N(C)C (centres undefined)
 : -1% | -1% | 1% | -1.2 | -31% | 4 | 11% | -1%
COCCn1c(SCC(=O)Nc2ccc(S(=O)(=O)N(C)C)cc2)nc2ccccc21
 : 3% | -1% | 10% | 0.1 | 10% | -10 | 0% | -5%
N/C(=N\OC(=O)c1cc(Cl)ccc1Cl)c1cccnc1
 : -15% | 5% | -5% | -0.5 | -19% | 0 | -8% | -12%
O=C(Nc1cccc(S(=O)(=O)N2CCCCC2)c1)Nc1ccc(Cl)cc1Cl
 : -12% | -15% | 16% | -0.6 | ? | 9 | 17% | -6%
COc1ccc(C(O)c2ncc(-c3ccc4ccccc4c3)[nH]2)cc1F (centres undefined)
 : -11% | -23% | 1% | 0.1 | 10% | -6 | -8% | -3%
CN1CCN(C(CNC(=O)C(=O)Nc2ccc3c(c2)OCO3)c2ccc(F)cc2)CC1 (centres undefined)
 : 0% | 6% | 9% | -0.7 | -1% | 2 | -7% | 6%
O=C(CN1CCc2ccccc2C1)NC1CCCC1
 : -5% | 0% | 4% | -0.2 | -35% | 1 | -5% | -4%
CCCCOc1ccc(C(=O)NCC(=O)N2CCN(Cc3ccc4c(c3)OCO4)CC2)cc1
 : -14% | -11% | ? | 0.5 | 16% | 2 | 14% | -8%
NC(=O)c1ccc(-c2ccc(Br)cc2)o1
 : -14% | -10% | -9% | 3.0 | 5% | -5 | -17% | -7%
CC(C)CC(=O)Nc1cc(C(F)(F)F)ccc1N1CCOCC1
 : 5% | 3% | -6% | -3.1 | 8% | 0 | 13% | 0%
O=C(CC1NCCNC1=O)OCc1ccccc1 (centres undefined)
 : -1% | -16% | 16% | 0.9 | ? | 1 | 28% | -5%

# Rewritten with each value named: entries from further up
> COc1ccc(-n2ccnc2SCC(=O)NCc2ccc(F)cc2)c(OC)c1
  WRN helicase inh: 20%
  EPAC1 antag: -27%
  EPAC1 ag: -14%
  IL-2 act: -0.6
  FUS suppressor: -83%[inhibitor]
  PI5P4Ka inh: 2
  Abeta rescue: 10%
  PLK1 PBD inh: -11%
> CCC[C@H]1CN(c2ccc(Br)cc2)C(=O)[C@@H]1CC(=O)Nc1ccc(OC)cc1
  WRN helicase inh: -6%
  EPAC1 antag: 17%
  EPAC1 ag: -4%
  IL-2 act: -1.3
  FUS suppressor: -7%
  PI5P4Ka inh: 0
  Abeta rescue: 8%
  PLK1 PBD inh: 0%
> c1ccn2cc(CSC3=NCCS3)nc2c1
  WRN helicase inh: -5%
  EPAC1 antag: -6%
  EPAC1 ag: 12%
  IL-2 act: 1.0
  FUS suppressor: ?
  PI5P4Ka inh: 11
  Abeta rescue: 17%
  PLK1 PBD inh: -10%
> Cc1c(OCC(=O)NCC2CCC(C(=O)O)CC2)ccc2c3c(c(=O)oc12)CCC3 (centres undefined)
  WRN helicase inh: 0%
  EPAC1 antag: 7%
  EPAC1 ag: -11%
  IL-2 act: 0.6
  FUS suppressor: -11%
  PI5P4Ka inh: 7
  Abeta rescue: 2%
  PLK1 PBD inh: 8%
